Salmonella PhoP GFP: Inhibition of PhoP regulon, Salmonella typhi GFP reporter cells, confirmation, 4 h (AID 1850). Salmonella Typhi PhoP-promoter GFP reporter, fluorescence, 4 h; higher % means a stronger effect. inhibition, % at 50 µM; hits with a dose series show IC50 in µM. 0.33% of 310,000 active; in the data active means a potency from the dose series; inconclusive means inhibition mostly from about 25% at the one dose, without a potency; inactive means the rest, 99 in 100 with inhibition below about 19%;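 further: 0% = induced wells with vehicle and 100% = uninduced wells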
VEEV TC-83 Vero: inhibitors of VEEV TC-83 cytopathic effect, confirmation, Vero cells (AID 588727); Vero cells, VEEV TC-83 cytopathic effect inhibition; higher % means a stronger effect; one-dose inhibition, % at 20 µM; IC50 in µM for titrated hits; 0.13% of 350,000 active; in the data active means a potency from the dose series; inconclusive means inhibition mostly from about 14% at the one dose, without a potency; inactive means the rest, 99 in 100 with inhibition below about 12%; further: strong numbers were not always called active
* = called active by the depositor; i = inactive; ? = inconclusive; nt = no result given.

#1 O=C(c1ccncc1)N1C2C=CC(C2)C1(C(F)(F)F)C(F)(F)F (centres undefined)
#2 COC(=O)[C@@]1(Cc2ccc(OC)cc2)[C@H]2c3cc(C(=O)N4CCCC4)n(Cc4ccc(OC)c(OC)c4)c3C[C@H]2CN1C(=O)c1ccccc1
#3 COC(=O)[C@@]1(Cc2ccc(OC)cc2)[C@H]2c3cc(C(=O)N4CCCC4)n(CCc4c[nH]c5ccc(O)cc45)c3C[C@H]2CN1C(=O)c1ccccc1
#4 COc1ccc(O[C@H]2C=C[C@@H](c3ccccc3)O[C@@H]2COC(=O)CC/C(C)=N/O[C@@H](C)CN2CCCCc3nc(C)c(C)cc32)cc1
#5 CCOC(=O)c1cn(-c2ccc(F)c(F)c2)c2c(F)c(F)c(F)c(F)c2c1=O
#6 CCOC(=O)c1cnc(SCC(=O)Nc2ccc(N3CCOCC3)cc2)nc1N
#7 O=C(CC1CC1)Nc1ccc2c(c1)[C@H]1C[C@H](CC(=O)N3CCc4ccccc4C3)O[C@@H](CO)[C@H]1O2
#8 COc1ccc(NC(=S)N(CCc2ccncc2)C(C)C)cc1Cl

Screen / compound no.,1,2,3,4,5,6,7,8
Salmonella PhoP GFP,-7%,-3%,-4%,-5%,-10%,11%,nt,nt
VEEV TC-83 Vero,nt,nt,nt,nt,nt,nt,i,0.9%

#9 CC1=C(C(=O)N(C(C)C)C(C)C)CC(CC(=O)NC2CCCC2)C(=O)N1Cc1ccccc1 (centres undefined)
#10 CCC(c1ccccc1)c1noc(CCN(CC)CC)n1 (centres undefined)
#11 Nc1cccc(OCCCCCOc2cccc(N)c2)c1
#12 CSc1nnc2sc3cc(C)ccc3n12
#13 CC(C)CC1C(=O)N(Cc2cn(Cc3ccco3)nn2)CCS(=O)(=O)N1Cc1ccc(-c2cccc(N(C)C)c2)cc1 (centres undefined)
#14 COc1ccc(Cl)cc1C(=O)NNC(=O)CCNC(=O)c1ccccc1
#15 CCN(CC)C(=O)C1=C(C)N(Cc2ccc(OC)cc2)C(=O)C(CC(=O)NCC2CCCCC2)C1 (centres undefined)
#16 Cc1ccccc1S(=O)(=O)N(C)C[C@@H]1OCc2cn(nn2)CCCC(=O)N([C@H](C)CO)C[C@H]1C

Screen / compound no.,9,10,11,12,13,14,15,16
Salmonella PhoP GFP,nt,nt,nt,nt,nt,nt,nt,nt
VEEV TC-83 Vero,i,0.3%,0.9%,0.7%,3.3%,i,0.5%,i

Brought forward from above: four entries, then new ones.
#13 CC(C)CC1C(=O)N(Cc2cn(Cc3ccco3)nn2)CCS(=O)(=O)N1Cc1ccc(-c2cccc(N(C)C)c2)cc1 (centres undefined)
#14 COc1ccc(Cl)cc1C(=O)NNC(=O)CCNC(=O)c1ccccc1
#15 CCN(CC)C(=O)C1=C(C)N(Cc2ccc(OC)cc2)C(=O)C(CC(=O)NCC2CCCCC2)C1 (centres undefined)
#16 Cc1ccccc1S(=O)(=O)N(C)C[C@@H]1OCc2cn(nn2)CCCC(=O)N([C@H](C)CO)C[C@H]1C
#17 CCN(CC)C(=O)Cn1cc(SCC(=O)NC2CCCCC2)c2ccccc21
#18 COc1cc2c(cc1NC(=O)c1ccccc1-c1ccccc1C(=O)O)-c1ccccc1C2
#19 CC(=O)c1ccc2cc3c(cc2c1)OCO3
#20 Cc1ccc(Cc2c(-c3ccc(C)cc3)nc3ccc(Br)cn23)cc1
#21 COC(=O)c1c(C)[nH]c(C(=O)OC(C)C(=O)NC2CCCCC2C)c1C (centres undefined)
#22 C[C@@H]1CN([C@@H](C)CO)C(=O)CCCn2nncc2CO[C@@H]1CN(C)C(=O)Oc1cccc2ccccc12
#23 COc1ccc(S(=O)(=O)N2CCOCC2)cc1NC(=O)CCCOc1ccc(C(C)=O)cc1
#24 Nc1c(C(=O)Nc2ccc(Br)cc2)sc2nc(N3CCOCC3)c3c(c12)CCCC3

Screen / compound no.,13,14,15,16,17,18,19,20,21,22,23,24
Salmonella PhoP GFP,nt,nt,nt,nt,nt,nt,nt,nt,nt,nt,nt,nt
VEEV TC-83 Vero,3.3%,i,0.5%,i,1.2%,1.6%,i,5.9%,0.8%,1.0%,i,39%

#25 Cc1n[nH]c(=O)n(N=Cc2c[nH]c3ccccc23)c1=O
#26 COc1ccc(COC(=O)CCCN=C2NS(=O)(=O)c3ccccc32)cc1F
#27 CN(C)c1ccc(Sc2ccc3nc(N)nc(N)c3c2)cc1
#28 Cc1cccc(C#CC2=CC(=O)CC(C)(C)C2)c1
#29 CC1C(=O)N(Cc2cn(CCC3OCCO3)nn2)CCS(=O)(=O)N1Cc1ccc(-c2cccc(CO)c2)cc1 (centres undefined)
#30 COc1ccc(C(CC(C)=O)c2c(O)c3ccccc3oc2=O)cc1OC (centres undefined)
#31 O=C(CCC1CCN(Cc2nccs2)CC1)Nc1ccccc1
#32 CCc1ccc(CNC(=O)C2CCN(S(=O)(=O)N3CCCCC3)CC2)cc1

Screen / compound no.,25,26,27,28,29,30,31,32
Salmonella PhoP GFP,nt,nt,nt,nt,nt,nt,nt,nt
VEEV TC-83 Vero,0.8%,3.0%,?,8.5%,0.9%,i,?,3.6%

Reformatted field by field: entries from further up
(12) CSc1nnc2sc3cc(C)ccc3n12
  Salmonella PhoP GFP = nt; VEEV TC-83 Vero = 0.7%
(25) Cc1n[nH]c(=O)n(N=Cc2c[nH]c3ccccc23)c1=O
  Salmonella PhoP GFP = nt; VEEV TC-83 Vero = 0.8%

Going on with the list.
#33 COc1ccc(-c2ccc(CN3C(C(C)C)C(=O)N(Cc4cn(CCC5OCCCO5)nn4)CCS3(=O)=O)cc2)cc1OC (centres undefined)
#34 O=C(COC(=O)c1cccc(OC(F)F)c1)Nc1cc(S(=O)(=O)N2CCCC2)ccc1Cl
#35 COC(=O)c1cccc(NC(=O)CCN2C(=O)NC(C)(C)C2=O)c1
#36 C[C@H](CO)N1C[C@H](C)[C@@H](CN(C)Cc2ccc3c(c2)OCO3)OCc2cnnn2CCCC1=O
#37 Cc1cn([C@H]2C[C@H](O)[C@@H](CNCc3cccn3-c3ccncc3)O2)c(=O)[nH]c1=O
#38 O=C(c1cccs1)N1CCC(C(=O)O)(c2ccccc2)CC1
#39 CCOC(=O)N1CCN(C(=O)c2ccc(CSc3ccc(Cl)cc3)cc2)CC1
#40 COc1ccc(-n2nc3c(c2NC(=O)COc2ccccc2OC)CS(=O)(=O)C3)cc1

Screen / compound no.,33,34,35,36,37,38,39,40
Salmonella PhoP GFP,nt,nt,nt,nt,nt,nt,nt,nt
VEEV TC-83 Vero,4.3%,4.4%,i,0.8%,0.9%,i,5.3%,i

#41 CC(C)(C)OC(=O)N1CCN(C(=O)c2ncn3c2c(=O)[nH]c2ccccc23)CC1
#42 COc1ccc2oc(=O)cc(CN3CCN(Cc4ccccc4)CC3)c2c1
#43 N#CCC(C(=O)c1cccnc1)c1ccccc1 (centres undefined)
#44 CSc1ccccc1C(=O)OCC(=O)Nc1c(C)n(C)n(-c2ccccc2)c1=O
#45 CCN(CC)C(=O)C(C)N1c2cccc3cccc(c23)S1(=O)=O (centres undefined)
#46 C[C@]12CC[C@H](O)C[C@@H]1CC[C@H]1[C@H]3CCC(=O)[C@@]3(C)CC[C@@H]12
#47 CCOc1cc(/C=N/NC(=O)c2c(C)nc3ccc(Cl)cn23)ccc1O
#48 COc1cccc(CNC(=O)[C@H](C)NC(=O)N2CC(=O)Nc3ccccc32)c1

Screen / compound no.,41,42,43,44,45,46,47,48
Salmonella PhoP GFP,nt,nt,nt,nt,nt,nt,nt,nt
VEEV TC-83 Vero,3.4%,i,0.8%,i,i,3.7%,2.5%,i

#49 COc1cccc(C)c1NC1=NCCO1
#50 Cc1cccc(S(=O)(=O)N(C)C[C@@H]2OCc3cnnn3CCCC(=O)N([C@@H](C)CO)C[C@@H]2C)c1
#51 COc1ccc(OC)c(NCCN2C(=O)c3ccccc3C2=O)c1
#52 O=C(c1ccccc1)N(CCCl)C(=O)N(CCCl)C(=O)c1ccccc1
#53 O=C1c2ccccc2S(=O)(=O)c2cc(-c3nn[nH]n3)ccc21
#54 CC(=O)Nc1ccc(C=C(C#N)c2ccc(C)cc2)cc1
#55 C=CCCC(=O)N1C[C@H]2CON(C)[C@H]2C[C@H]1c1ccc(Br)cc1
#56 O=C(COc1ccc(Br)cc1)OCC(=O)c1ccc[nH]1

Screen / compound no.,49,50,51,52,53,54,55,56
Salmonella PhoP GFP,nt,nt,nt,nt,nt,nt,nt,nt
VEEV TC-83 Vero,i,i,0.4%,9.4%,2.2%,0.2%,0.4%,1.2%

#57 C[C@H](CO)N1C[C@H](C)[C@H](CN(C)C(=O)Cc2ccccc2)OCc2cnnn2CCCC1=O
#58 CC(=O)c1cccc(NC(=O)C2CCCN2S(=O)(=O)c2ccccc2C(F)(F)F)c1 (centres undefined)
#59 COC(=O)c1ccc(CNC(=O)CN2C(=O)NC(Cc3ccccc3)(c3ccccc3)C2=O)cc1 (centres undefined)
#60 CC(C)CC1C(=O)N(Cc2cn(CCC3OCCO3)nn2)CCS(=O)(=O)N1Cc1ccc(-c2cccc(N(C)C)c2)cc1 (centres undefined)
#61 Cc1cccc(CC(=O)NCCS(=O)(=O)N2CCN(c3ccccc3)CC2)c1
#62 C[C@@H]1CN([C@H](C)CO)C(=O)CCCn2nncc2CO[C@@H]1CN(C)C(=O)Nc1ccc(N2CCN(C)CC2)cc1
#63 CCN(CC(=O)Nc1ccccc1C(F)(F)F)C(=O)c1ccc(NC(=O)c2cccs2)cc1
#64 O=C(NCc1ccccc1Cl)C1CCN(C(=O)c2ccc(F)cc2)CC1

Screen / compound no.,57,58,59,60,61,62,63,64
Salmonella PhoP GFP,nt,nt,nt,nt,nt,nt,nt,nt
VEEV TC-83 Vero,5.3%,3.6%,1.4%,1.8%,1.3%,i,?,0.3%

#65 O=C(O)c1cc(C(=O)O)cc(-c2ccc(/C=c3/sc4nc5ccccc5n4c3=O)o2)c1
#66 COc1cccc(NC(=O)N(C)C[C@H]2Oc3cc(Br)ccc3S(=O)(=O)N([C@H](C)CO)C[C@H]2C)c1
#67 CCCCC(=O)NC(c1ccc(OC)cc1)c1ccc2cccnc2c1O (centres undefined)
#68 CN1OC[C@@H]2CN(Cc3ccccc3)[C@H](c3cccc(-c4ccccc4)c3)C[C@@H]21
#69 COc1ccc(S(=O)(=O)Nc2ccc3c(c2)C(=O)N([C@H](C)CO)C[C@H](C)[C@@H](CN(C)S(=O)(=O)c2cn(C)cn2)OCCCC[C@H](C)O3)cc1
#70 O=C(C1CCCCC1)N1C[C@H](O)[C@@H](n2cc(C3CC3)nn2)C[C@@H]1c1ccccc1
#71 Cc1cc(S(=O)(=O)Nc2ccc(C(=O)NC3CC3)cc2)ccc1F
#72 Cc1ccc(-c2ccc(CN3C(CC(C)C)C(=O)N(Cc4cn(CC5CCCCC5)nn4)CCS3(=O)=O)cc2)cc1 (centres undefined)

Screen / compound no.,65,66,67,68,69,70,71,72
Salmonella PhoP GFP,nt,nt,nt,nt,nt,nt,nt,nt
VEEV TC-83 Vero,2.7%,1.5%,?,1.9%,0.8%,2.5%,i,2.8%

#73 CCCCOc1ccc(C(=O)NCC(=O)N2CCN(C/C=C/c3ccccc3)CC2)cc1
#74 COc1cccc(/C=C/C(=O)OCC(=O)Nc2ccc3c(c2)OCO3)c1
#75 O=C(NCc1ccc(F)cc1)C1CCCN1S(=O)(=O)c1ccc(F)cc1 (centres undefined)
#76 Cn1c(=O)c2c(ncn2CC(=O)OCC(=O)Nc2cccc(C#N)c2)n(C)c1=O
#77 CCOC(=O)C1(c2ccccc2)SC(C(=O)OCC)(c2ccccc2)S1 (centres undefined)
#78 O=S(=O)(c1ccccc1)N1CCN(Cc2nnc(-c3ccccc3)o2)CC1
#79 CC(C)(C)OC(=O)N1CCc2onc(-c3ccc(Cl)cc3)c2C1=O
#80 C[C@@H]1CN([C@@H](C)CO)C(=O)CCCn2nncc2CO[C@@H]1CN(C)C(=O)Cc1ccccc1

Screen / compound no.,73,74,75,76,77,78,79,80
Salmonella PhoP GFP,nt,nt,nt,nt,nt,nt,nt,nt
VEEV TC-83 Vero,i,i,i,0.1%,0.4%,1.6%,1.6%,2.1%

#81 Cc1nc(-c2ccc(F)cc2)c(CC(=O)N(C)CC(=O)Nc2cccc(F)c2)s1
#82 COc1ccc(N2CCN(CC(=O)Nc3ccccc3C(=O)NC(C)c3ccccc3)CC2)cc1 (centres undefined)
#83 Cc1ccc(NC(=O)c2ncn(CCCNCC3CCCCC3)n2)cc1C
#84 COc1ccc(C=NCCc2ccc(OC)c(OC)c2)cc1OC
#85 CCOC(=O)CC1C(=O)NCCN1C(=S)NC(=O)c1ccc(C)c(Br)c1 (centres undefined)
#86 CC(C)C1C(=O)N(Cc2cn(Cc3ccco3)nn2)CCS(=O)(=O)N1Cc1ccc(-c2ccc(F)cc2)cc1 (centres undefined)
#87 Cc1cccc(NC(=O)CN2CCN(C(=O)c3cc(C4CC4)nn3-c3ccccc3)CC2)c1C
#88 Cc1ccc(N2CC(C(=O)Nc3cccc(S(=O)(=O)N4CCOCC4)c3)CC2=O)cc1 (centres undefined)

Screen / compound no.,81,82,83,84,85,86,87,88
Salmonella PhoP GFP,nt,nt,nt,nt,nt,nt,nt,nt
VEEV TC-83 Vero,4.5%,5.7%,43%,0.4%,0.4%,11%,i,1.5%

Screening data deposited in PubChem BioAssay by Southern Research Specialized Biocontainment Screening Center.

An excerpt. The share of hits here may be higher or lower than overall.
